Screening results from PubChem.
LDHA block: inhibitors of human lactate dehydrogenase A. P00338. purified LDHA, NADH/diaphorase-resazurin fluorescence; stronger effect = lower value. activity change, % (values are at about 110 or 230 µM). 480,000 tested, 0.15% active. AID 1347041; in the data active = activity change below about -30%; inconclusive = mostly about -25% to -30%;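 note: plate controls were DMSO wells for no effect and wells without enzyme for full effect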
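Human LDH5 (2 nM) was incubated with 0.06 mM NADH and 0.2 mM pyruvate for 5 min at room temperature in Tris pH 7.4. Remaining NADH was coupled through diaphorase/resazurin, and resorufin fluorescence was read at 0 and 20 min.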
D1 agonist: activates the human D1 dopamine receptor; P21728; HEK293 T-REx D1 cells, calcium flux, agonist mode; activation, % at 2 µM; 360,000 tested, 1% active; AID 504660; in the data active = activation above about 30%; note: 0% is about no effect
Target sequence (P21728 whole entry, looked up): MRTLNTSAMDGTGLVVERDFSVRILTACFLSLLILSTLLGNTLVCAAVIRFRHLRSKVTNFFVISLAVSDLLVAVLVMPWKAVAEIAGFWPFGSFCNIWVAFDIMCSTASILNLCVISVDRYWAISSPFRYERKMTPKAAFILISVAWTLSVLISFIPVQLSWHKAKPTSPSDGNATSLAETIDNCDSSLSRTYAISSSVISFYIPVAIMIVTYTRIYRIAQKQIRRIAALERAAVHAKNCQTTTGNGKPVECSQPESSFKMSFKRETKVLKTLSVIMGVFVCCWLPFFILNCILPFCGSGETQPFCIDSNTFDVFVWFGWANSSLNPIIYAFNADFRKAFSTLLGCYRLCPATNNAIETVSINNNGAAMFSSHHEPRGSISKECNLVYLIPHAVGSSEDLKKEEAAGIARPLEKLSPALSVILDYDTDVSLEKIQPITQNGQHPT
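Agonism was scored from calcium flux recorded over 180 s (1 read/s) after pintool compound addition, following a 10-cycle baseline. Cells were inducible force-coupled HEK293 TREx D1, plated overnight at 30 C and loaded with no-wash calcium dye.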
Glioma ERSR ind: ER stress response induction in glioma | Potency, µM, inactives show at the highest dose activation, actives largely listed as activators | U87-MG GRP78 promoter luciferase reporter, 16 h | 420,000 tested, 0.02% active; note: potency is the fitted concentration of half-maximal effect; series mostly up to about 76 µM; % of control where 0% means no effect; nearly all actives have a fitted effect of over 35% in size
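Stably transfected U87-MG human glioma cells carrying a GRP78-based luminescent sensor were seeded at 1000 cells/well, pin-dosed with compounds and incubated 16 h. Luciferase reagent was then added, and end-point luminescence was read after 10 min at room temperature.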
D1 antagonist: antagonists of human D1 dopamine receptor | HEK293 TREx D1 cells, calcium flux, dopamine EC80; stronger effect = lower value | P21728 | activity change, negative = inhibition, % at 10 µM | 360,000 tested, 3.2% active; in the data active = activity change below about -30%; note: % is set by controls: 0 for no effect and ±100 for the full control effect
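Allosteric or orthosteric antagonism assessed as attenuation of the calcium response to EC80 dopamine, added 180 s after compound, in induced HEK293 Trex D1 cells loaded with no-wash calcium dye.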
Vif-APOBEC3F blk: inhibitors of Vif-A3F interaction; AID 602313; 390,000 tested, 0.2% active; Potency, µM (titrated, usually from 46.1 µM), for the others: at the highest dose activity, negative = active; HeLa A3F-eYFP + Vif (tagged APOBEC3F with the HIV-1 protein that degrades it), YFP fluorescence increase; note: potency is the fitted concentration of half-maximal effect; % of control where 0% means no effect; nearly all actives have a fitted effect of over 65% in size
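HeLa cells stably expressing Vif plus C-terminally eYFP-tagged A3F were seeded, incubated overnight at 37 deg C, dosed with compound, incubated overnight again at 37 deg C. Yellow fluorescence (Ex 488/Em 500-530) reported blocked Vif-mediated A3F-eYFP degradation.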
RXFP1 ag: RXFP1 (human) receptor agonism | Q9HBX9 | HEK293T-RXFP1 cAMP TR-FRET, 30 min; response scale: percent of porcine relaxin response, buffer zero | Potency, µM (top dose mostly 57.5 µM), inactives show at the top dose activation, usual class: activators | 370,000 tested, 0.3% active | AID 2676; note: potency is the fitted concentration of half-maximal effect; % is set by controls: 0 for no effect and ±100 for the full control effect; nearly all actives have a fitted effect of over 60% in size; many of its hits are not listed in these tables
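cAMP rise read by TR-FRET after 30 min, 37C compound exposure (up to 58 uM) in RXFP1-transfected HEK293 cells with Ro 20174 present. EC50 from Hill-equation fits, with 29 nM porcine relaxin as 100% and buffer as basal.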
D2 potentiator: positive allosteric modulators of human D2 dopamine receptor; P14416; HEK293 T-REx D2, calcium flux, EC20 dopamine potentiation; potentiation, % at 10 µM; 340,000 tested, 0.34% active;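 active = potentiation over 3 SD above the plate norm, cut at about 30% in these data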; note: 0% is about no effect
Target sequence (P14416 whole entry, looked up): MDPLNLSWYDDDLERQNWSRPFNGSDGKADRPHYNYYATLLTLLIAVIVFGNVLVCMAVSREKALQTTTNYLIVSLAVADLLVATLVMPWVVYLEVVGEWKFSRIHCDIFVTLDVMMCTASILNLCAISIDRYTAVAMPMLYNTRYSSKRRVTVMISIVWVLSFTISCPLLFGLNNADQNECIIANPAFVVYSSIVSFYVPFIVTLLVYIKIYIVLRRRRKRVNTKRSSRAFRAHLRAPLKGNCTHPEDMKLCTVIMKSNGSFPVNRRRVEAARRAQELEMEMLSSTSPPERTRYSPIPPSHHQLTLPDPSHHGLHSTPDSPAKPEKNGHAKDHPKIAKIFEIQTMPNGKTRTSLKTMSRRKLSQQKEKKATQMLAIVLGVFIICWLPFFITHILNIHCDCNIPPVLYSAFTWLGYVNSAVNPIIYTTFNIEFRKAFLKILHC
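Tetracycline-induced Hek293 Trex D2 cells, force-coupled to calcium, loaded with no-wash calcium dye. Compound added with 180 s kinetic read for agonism, then EC20 dopamine and a further 180 s read for potentiation.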
Vif-A3G inh: blocks the Vif interaction with human APOBEC3G; Q9HC16; HeLa A3G-eYFP + Vif (tagged APOBEC3G with the HIV-1 protein that degrades it), YFP fluorescence, overnight; Potency, µM (top dose mostly 46.1 µM), for inactives: at the highest dose activity, negative = active, actives largely listed as inhibitors; 410,000 tested, 0.076% active;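 note: potency is the fitted concentration of half-maximal effect; % is set by controls: 0 for no effect and ±100 for the full control effect; nearly all actives have a fitted effect of over 60% in size; hits raise eYFP signal because A3G escapes Vif-driven loss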
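Read-out is eYFP fluorescence (Ex 488/Em 500-530) from Vif-expressing HeLa A3G-eYFP cells; more signal means A3G escaped Vif-mediated degradation. Cells plated overnight, compound pinned in, incubated overnight at 37 deg C.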
D1 PAM: human D1 dopamine receptor positive modulation; P21728; HEK293 TREx D1 cells, calcium flux, dopamine EC20 potentiation; potentiation, % at 10 µM; 360,000 tested, 0.036% active; AID 504651; in the data active = potentiation above about 30%; note: 0% is about no effect
* hit, by the source's call; ? = inconclusive; . = no result given; & = joins results of further samples. Unless noted, calls come from the whole dose curve; as a rule, active = well fitted curve in the direction sought with a large enough effect; inconclusive = small, poorly fitted or top-dose-only effect, or another doubt; inactive = no such curve, though single readings can be large; an effect the other way counts as inactive or inconclusive. A portion of the library; rates above refer to the full screens.

SMILES | LDHA block | D1 agonist | Glioma ERSR ind | D1 antagonist | Vif-APOBEC3F blk | RXFP1 ag | D2 potentiator | Vif-A3G inh | D1 PAM
COc1ccc(S(=O)(=O)N2CCOC2CNC(=O)C(=O)NCc2ccc3c(c2)OCO3)cc1OC (stereo not given) | 2 | 0 | -4% | 5 | 0% | -0.5% | 11 | 0% | -6
NS(=O)(=O)c1ccc(NC(=O)COC(=O)CCc2c[nH]c3ccccc23)cc1 | -5 | 3 | -1% | -11 | -3% | 0.2% | -1 | 1% | -6
O=C(CNC(=O)c1ccco1)NCC(=O)OCc1ccc(Cl)cc1 | -9 | 2 | -3% | -12 | . | -0.5% | -15 | -1% | -3
O=C(CC1C(=O)NCCN1Cc1ccccc1F)NC1CCCCCC1 (stereo not given) | . | 2 | . | -3 | . | -2.7% | -2 | . | 1
Cn1cccc1CNC(=O)Nc1ccccc1 | -1 | -1 | 10% | 4 | -5% | 0.2% | 1 | 1% | -3
Cc1c(C(=O)OC(C)C)[nH]c2c1C(=O)CC(C)(C)C2 | 2 | -1 | 0% | -16 | -5% | 0.6% | 6 | 2% | -1
CCN(Cc1ccccc1)C(c1cc2ccc(C)cc2[nH]c1=O)c1nnnn1CCOC (stereo not given) | 4 | -1 | 1% | 1 | 8% | -2.3% | -5 | 1% | 7
O=C(Nc1ccc(NC(=O)c2ccc(S(=O)(=O)c3ccccc3)cc2)cc1)c1ccccc1 | -7 | 1 | 3% | 2 | 2% | 3.8% | -3 | -5% | -2
CC(=NNC(=S)Nc1ccccc1)c1ccccn1 | -1 | . | 14% | . | 5% | . | . | -30% | .
CCOCCCN1C(=O)CN(C2CCCCCC2)C(=O)C1c1ccc(OC(C)C)c(OC)c1 (stereo not given) | 0 | -4 | 2% | -38* | -6% | 2.7% | . | 4% | -2
Cn1nccc1C(=O)NC1CCN(Cc2ccccc2)CC1 | -6 | 2 | 4% | -20 | -11% | 1.1% | -19 | 0% | -5
CC(=O)Nc1ccc(S(=O)(=O)N2CCN(c3ccccc3)CC2)cc1 | -3 | 5 | -2% | -2 | -5% | -1.1% | -9 | -5% | -1
COc1ccccc1N1CCN(/N=C/c2cc(OC)c(OC)c(OC)c2)CC1 | -4 | 1 | 2% | 3 | -12% | 0.1% | -4 | -1% | -3
COc1ccccc1Nc1nc(-c2sc(N)nc2C)cs1 | 4 | 1 | 0% | 1 | -12% | 1.9% | 8 | -10% | -5
Cc1cccc2cc(CN(C(=O)c3cnccn3)C3CCCCC3)c(Cl)nc12 | 8 | 0 | -2% | 2 | -3% | -0.1% | -2 | 0% | -2
O=C(CSc1nnc(NC(=O)c2ccc(F)cc2)s1)NCc1ccco1 | -7 | 0 | -3% | 7 | -5% | 19% | 5 | 0% | -2
Cc1ccc(CCNC(=O)C2CCCN(S(C)(=O)=O)C2)cc1 (stereo not given) | -7 | 2 | -3% | 4 | 3% | -0.5% | -2 | 4% | 0
O=C(Nc1cccc2cccnc12)c1cc(F)c(F)cc1Cl | 0 | 1 | 5% | -17 | 4% | -1.4% | -3 | -6% | 12
CCC(=NCc1ccc(Cl)c(Cl)c1)c1nc(-c2ccco2)oc1O | 3 | 2 | -3% | 8 | 3% | 1.1% | -7 | -3% | -2
CC(C)(C)n1cnc2cc(NS(=O)(=O)c3ccc(Br)cc3)ccc21 | -4 | 9 | ? | -14 | 8% | -2.1% | 28 | -3% | 4

Not a retest: an excerpt of the list.
SMILES | LDHA block | D1 agonist | Glioma ERSR ind | D1 antagonist | Vif-APOBEC3F blk | RXFP1 ag | D2 potentiator | Vif-A3G inh | D1 PAM
Cn1nccc1C(=O)NC1CCN(Cc2ccccc2)CC1 | -6 | 2 | 4% | -20 | -11% | 1.1% | -19 | 0% | -5
CC(=O)Nc1ccc(S(=O)(=O)N2CCN(c3ccccc3)CC2)cc1 | -3 | 5 | -2% | -2 | -5% | -1.1% | -9 | -5% | -1
COc1ccccc1N1CCN(/N=C/c2cc(OC)c(OC)c(OC)c2)CC1 | -4 | 1 | 2% | 3 | -12% | 0.1% | -4 | -1% | -3
COc1ccccc1Nc1nc(-c2sc(N)nc2C)cs1 | 4 | 1 | 0% | 1 | -12% | 1.9% | 8 | -10% | -5
Cc1cccc2cc(CN(C(=O)c3cnccn3)C3CCCCC3)c(Cl)nc12 | 8 | 0 | -2% | 2 | -3% | -0.1% | -2 | 0% | -2
O=C(CSc1nnc(NC(=O)c2ccc(F)cc2)s1)NCc1ccco1 | -7 | 0 | -3% | 7 | -5% | 19% | 5 | 0% | -2
Cc1ccc(CCNC(=O)C2CCCN(S(C)(=O)=O)C2)cc1 (stereo not given) | -7 | 2 | -3% | 4 | 3% | -0.5% | -2 | 4% | 0
O=C(Nc1cccc2cccnc12)c1cc(F)c(F)cc1Cl | 0 | 1 | 5% | -17 | 4% | -1.4% | -3 | -6% | 12
CCC(=NCc1ccc(Cl)c(Cl)c1)c1nc(-c2ccco2)oc1O | 3 | 2 | -3% | 8 | 3% | 1.1% | -7 | -3% | -2
CC(C)(C)n1cnc2cc(NS(=O)(=O)c3ccc(Br)cc3)ccc21 | -4 | 9 | ? | -14 | 8% | -2.1% | 28 | -3% | 4

(next part)
SMILES | LDHA block | D1 agonist | Glioma ERSR ind | D1 antagonist | Vif-APOBEC3F blk | RXFP1 ag | D2 potentiator | Vif-A3G inh | D1 PAM
O=C(c1ccco1)N1N=C(c2ccco2)CC1c1ccc(Cl)cc1Cl (stereo not given) | 0 | 1 | -3% | 34 | -28% | 0.2% | 8 | -2% | 9
Cc1ccc(C(=O)N/C(=C/c2cccs2)C(=O)NCc2ccco2)cc1 | -5 | -1 | -5% | 18 | -5% | -0.6% | 3 | -1% | -8
CCC(=O)N1CCN(c2ccccc2NC(=O)c2ccc(-c3cccc([N+](=O)[O-])c3)o2)CC1 | 2 | -1 | 7% | 2 | 0% | 1.0% | . | -5% | -5
Cc1ccc[n+](CC(=O)Nc2cccc(Cl)c2)c1 | -1 | 7 | 1% | 10 | -12% | 0.1% | -4 | 0% | 3
CC1=CC(C)(C)NC(=S)N1c1ccc(N(C)C)cc1 | 1 | . | -5% | . | 5% | . | . | 4% | .
O=C(NCc1cc(C(F)(F)F)ccc1F)C1CCC(=O)N(C2CC2)C1 (stereo not given) | -5 | 2 | -1% | -36* | 0% | 0.2% | -3 | -6% | 0
C=CCNC(=O)C(=O)Nc1ccc2c(c1)N(S(=O)(=O)c1cccs1)CCC2 | 2 | 5 | -5% | -16 | -4% | 0.1% | -7 | -28% | -6
Cc1ccc(C(=O)Nc2c(C)n(C)n(-c3ccccc3)c2=O)cc1S(=O)(=O)N1CCCCC1 | -5 | . | 4% | . | -7% | . | . | -3% | .
O=C(CN1CCN(Cc2ccccc2)CC1)NNC(=O)c1ccccc1 | -2 | 0 | -4% | 13 | 2% | 1.8% | 16 | 1% | 0
O=C(Cn1ncc(Cl)c(Cl)c1=O)N1CCN(S(=O)(=O)c2ccc3ccccc3c2)CC1 | -3 | 2 | -15% | -19 | 4% | 2.9% | 2 | ? | -2
CCSc1ccc(C(=O)NCC(=O)O)cc1 | -4 | 2 | 2% | 10 | 17% | 0.5% | -1 | -1% | -2
CC(=O)c1cccc(NC(=O)CSc2nc(=O)n(Cc3ccco3)c3c2CCC3)c1 | -10 | -1 | -2% | . | 4% | 2.8% | 8 | -1% | 1
CS(=O)(=O)Nc1ccc(C(=O)N2CC(=O)Nc3ccccc32)cc1 | -5 | 4 | -2% | 4 | 2% | 2.5% | 6 | 0% | -3
CCOc1ccc(C(=O)CSc2nnc(N)s2)cc1 | -7 | -1 | -4% | -11 | -5% | 0.5% | 12 | 2% | -6
COc1ccc(CNC(=O)C2CCN(S(=O)(=O)c3ccc4nc5c(c(C(=O)O)c4c3)CC(C)CC5)CC2)cc1 (stereo not given) | 0&-4 | 2&0 | -2% | -12&16 | 2% | 1.8%&3.4% | 2&-6 | 0% | 0&-5
CCOc1ccccc1C(=O)NN1CCOCC1 | -4 | 4 | -1% | 8 | 2% | -0.1% | -4 | 1% | -2
Cc1ccccc1N1CCN(C2CCCN(C(=O)c3ccnn3C)C2)CC1 (stereo not given) | 2 | 6 | -3% | -9 | -4% | -2.7% | 2 | -1% | 2
COc1ccccc1/C=C/CN1CCCC(CCC(=O)NCc2ccc(F)c(F)c2)C1 (stereo not given) | 1 | 7 | -2% | -20 | 0% | -4.3% | -20 | 0% | -6
Cn1ncc([N+](=O)[O-])c1C(=O)NC1CCCCC1 | -1 | 1 | -5% | -19 | 1% | 5.0% | 8 | 2% | -4
O=C(CSc1ncc(C(F)(F)F)cc1Cl)NCC1CCCO1 (stereo not given) | -17 | 7 | -1% | -2 | 2% | -1.3% | -2 | -1% | -2
CCCCCN(C(=O)CCCSc1nncs1)c1c(N)n(CCCC)c(=O)[nH]c1=O | -13 | 2 | 3% | 6 | 10% | 4.5% | -8 | -3% | 2
Cc1cccc(C)c1N1C(=O)CC(Sc2ccccc2N)C1=O (stereo not given) | -1 | . | -3% | . | -9% | . | . | -8% | .
COc1ccc(NC(=O)c2ccc(C#CC(C)(C)O)cc2)cc1 | -6 | 8 | 3% | -7 | -2% | -0.2% | -4 | -2% | -7
Cc1cc2c3c(c1)C1(C(=O)N3C(C)(C)CC2C)C(C#N)=C(N)Oc2cc(O)ccc21 (stereo not given) | -6 | 1 | 1% | 2 | -5% | -0.2% | 2 | -12% | -1
Cc1ccc2c(c1)/C(=N/OS(=O)(=O)c1ccccc1)CCS2 | -2 | . | -1% | . | 3% | . | . | -1% | .
CC(=O)c1cccc(Nc2nc(-c3sc(N)nc3C)cs2)c1 | 9 | 1 | -2% | -10 | 5% | 1.1% | 8 | -28% | -4
